Assay outcomes from PubChem BioAssay.
LmPK inhibitor: blocks Leishmania mexicana pyruvate kinase activity | purified LmPK, Kinase-Glo ATP luminescence, 1 h | Potency, µM (series often up to 57.5 µM), inactives show at the highest dose activity change, negative = inhibition, most hits filed as inhibitors | 290,000 tested, 0.37% active
Target sequence (Q27686 whole entry, looked up): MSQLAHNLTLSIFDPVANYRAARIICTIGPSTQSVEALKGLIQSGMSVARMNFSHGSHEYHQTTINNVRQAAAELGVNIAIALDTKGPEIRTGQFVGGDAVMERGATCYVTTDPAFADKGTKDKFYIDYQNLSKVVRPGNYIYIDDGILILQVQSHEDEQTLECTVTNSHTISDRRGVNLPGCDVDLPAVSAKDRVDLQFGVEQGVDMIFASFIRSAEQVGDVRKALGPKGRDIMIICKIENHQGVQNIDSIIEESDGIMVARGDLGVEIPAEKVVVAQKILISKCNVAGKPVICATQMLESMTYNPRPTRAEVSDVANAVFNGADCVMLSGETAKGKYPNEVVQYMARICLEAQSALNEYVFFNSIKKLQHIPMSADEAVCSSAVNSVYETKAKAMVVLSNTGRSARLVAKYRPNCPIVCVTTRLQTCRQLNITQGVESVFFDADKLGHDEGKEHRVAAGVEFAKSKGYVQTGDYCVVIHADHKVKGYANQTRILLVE
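Kinase-Glo luminescence read after 1 h RT reaction of 0.1 nM LmPK with 0.5 mM PEP and 0.1 mM ADP. Activity scaled between uninhibited and enzyme-free controls.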
Pf growth 48h: P. falciparum growth inhibition at 48 hours (one generation); P. falciparum luciferase growth in erythrocytes, 48 h; Potency, µM (doses to about 28.7 µM), for the others: at the top dose activity change, negative = inhibition, most hits filed as inhibitors; 310,000 tested, 5.9% active; AID 504832
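Growth was read as firefly luciferase luminescence after a 48 h, 37 C, 5% CO2 exposure of compounds to reporter-bearing P. falciparum cultures (0.1% parasitemia, 2% hematocrit final) in Albumax-supplemented RPMI 1640.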
TbPYK inhibitor: blocks Trypanosoma brucei pyruvate kinase | Q57TT1 | TbPYK enzyme, Kinase-Glo Plus ATP luminescence, 45 min | Potency, µM (highest dose often 76.8 µM), for inactives: top-dose activity, negative = inhibition, actives largely listed as inhibitors | 410,000 tested, 0.12% active; note: nearly all actives have a fitted effect of over 50% in size
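Quantitative HTS: titrated library compounds versus trypanosomal pyruvate kinase in TEA buffer (pH 7.2) containing KCl, MgCl2, BSA and Tween-20. Reactions were initiated with ADP, 130 uM final. Kinase-Glo Plus luminescence was read after 45 min at RT.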
Sm TGR block: inhibitors of Schistosoma mansoni thioredoxin glutathione reductase. 360,000 tested, 3% active. Potency, µM (titrated, usually from 114 µM), for inactives: at the top dose activity change, negative = inhibition, usual class: inhibitors. Q962Y6. purified TGR, DTNB reduction, TNB absorbance 405 nm; note: nearly all actives have a fitted effect of over 60% in size
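TGR 20 nM + NADPH 100 uM (dispensed conc.), cpd preinc 15 min RT; start with NADPH (500 uM addition) then DTNB (15 mM addition). Kinetic TNB absorbance, 405 nm filter. Four-parameter Hill fit across titration.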
Pf growth 96h: P. falciparum growth inhibition at 96 hour, primary screen for plastid delayed-death inhibitors; P. falciparum luciferase reporter growth, 96 h; Potency, µM (highest dose often 28.7 µM), without a hit: top-dose activity change, negative = inhibition, actives largely listed as inhibitors; 320,000 tested, 6.9% active
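Infected RBCs, 2% Hct / 0.05% parasitemia final; luciferase-reporter P. falciparum; cpd 96 h, 37 C, 5% CO2; luciferase detection reagent; luminescence.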
HCV inh: HCV inhibition. Huh7.5.1 HCVcc-Cre infection, luciferase reporter, 44 h. 340,000 tested, 3.4% active. Potency, µM (doses to about 41.8 µM), for the others: at the top dose activity change, negative = inhibition, actives largely listed as inhibitors
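Seed cells (1,000/well) for 4 h; treat with compound and infect with HCVcc-Cre, moi about 0.5. Incubate 44 h, then detect luciferase activity.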
Starred values were filed as active, the others as inactive; ? = inconclusive; . = not tested or not shown; & = joins results of further samples; [ ] = another dose, or the depositor's remark. Calls come from the whole dose curve; as a rule, active = well fitted curve in the direction sought with a large enough effect; inconclusive = small, poorly fitted or top-dose-only effect, or another doubt; inactive = no such curve, though single readings can be large; an effect the other way counts as inactive or inconclusive. % is set by controls: 0 for no effect and ±100 for the full control effect; potency is the fitted concentration of half-maximal effect.

SMILES	LmPK inhibitor	Pf growth 48h	TbPYK inhibitor	Sm TGR block	Pf growth 96h	HCV inh
COc1ccc(N2COC3c4cccc5cccc(c45)C32)cc1 (stereo not given)	2%	?	-5%	-15%	-3%	?
O=C(c1ccc2ccccc2n1)N1CCN(c2ccccc2O)CC1	-3%	?	-4%	-19%	13µM*	29%
O=C1Nc2ccccc2N=C(c2ccccc2)c2ccccc21	3%	?	2%	0%	?	12%
CC(NC(=O)C1CCN(C(=O)[C@@H]2Cc3ccccc3CN2)CC1)c1ccccc1 (stereo not given in full)	-4%	2%	-2%	-32%	1%	6%
O=S(=O)(NCCN1CCOCC1)c1cccc(C(F)(F)F)c1	-7%	19%	2%	-2%	-20%	3%
O=C1C=C(NC2CCCC2)CC(c2ccccc2)C1 (stereo not given)	8%	0%	6%	4%	?	-17%
CC(=O)N1N=C(c2ccc(C)o2)CC1c1ccc(F)cc1 (stereo not given)	1%	-3%	-4%	-10%	-13%	21%
O=S(=O)(c1ccc(-c2cc(C(F)(F)F)on2)s1)N1CCCC1	0%	19%	3%	1%	?	0%
Cc1ccc(-c2noc(CSc3ccccc3)n2)cc1	-11%	.	-5%	5%	82%[activator]	12%
CCc1ccc(/C=C2\Oc3cc(OS(C)(=O)=O)ccc3C2=O)cc1	1%	-11%	0%	-6%	0%	14%
Cc1nc(SCC(=O)Nc2ccc(F)cc2)c2oc3ccccc3c2n1	12%	6%	3%	-23%	.	-9%
CN(Cc1nc(-c2cccnc2)no1)S(=O)(=O)c1ccccc1	-1%	17%	1%	-17%	.	4%
COC(=O)c1ccc(NC(CC(C)C)C(=O)OC)c([N+](=O)[O-])c1 (stereo not given)	5%	3%	-3%	-6%	?	18%
Cc1nn(C)cc1/C=N/NC(=O)Cn1cncn1	-2%	14%	0%	80%[activator]	20%	5%
CCC1Sc2ccc(S(=O)(=O)Nc3cc(OC)cc(OC)c3)cc2NC1=O (stereo not given)	11%	18%	3%	-28%	?	-11%
COc1cccc(NC(=O)C2CCN(c3cnccn3)CC2)c1	-7%	2%	5%	2%	103%[activator]	5%
CN(C)S(=O)(=O)c1ccc(C(=O)Nc2ccc(F)cc2F)cc1	0%	12%	-2%	3%	15%	0%
N#Cc1cccc(C(=O)N(CCc2ccccc2)Cc2cccs2)c1	4%	?	-5%	-5%	?	-14%
O=C(c1ccc(=O)[nH]c1)N1CCCc2ccccc21	-3%	39%[activator]	-7%	-8%	11%	4%
CCN(CC)c1ccc(C(=O)OCC(=O)Nc2cc3oc4ccccc4c3cc2OC)cc1	-2%	18%	-14%	-3%	24%	13%
COc1cc(C(=O)NC(=S)Nc2ccc3oc(=O)ccc3c2)cc(OC)c1OC	0%	38%[activator]	3%	-32%	43%[activator]	1%
Cc1nc(NC2=NCN(Cc3ccccc3)CN2)nc2ccccc12	4%	?	.	30%	-14%	.
O=C(c1cc(S(=O)(=O)N2CCN(c3ccccc3)CC2)ccc1Cl)N1CCCC(C(F)(F)F)C1 (stereo not given)	.	?	-3%	-10%	?	7.9µM*
CCc1cccc(C)c1NC(=O)C1CCN(c2nn3c(=O)cc(C)nc3s2)CC1	-8%	-11%	-3%&-2%	2%&-1%	9.3µM*	2%
O=C(c1ccc(S(=O)(=O)NCC2CCCO2)cc1)N1CCN(c2cccc(Cl)c2)CC1 (stereo not given)	-1%	-17%[5.75 µM]	0%	-3%	4%	11µM*
CC(/C=C/c1ccccc1)=N\Nc1nc(C)cc(C)n1	-2%	?	-1%	2%	10µM*	13%
NC(=O)C1(N2CCCCC2)CCN(Cc2nc(-c3cccs3)no2)CC1	2%	15%	3%	-4%	1%	-13%
CC[n+]1c(SC)ccc2cc(OC)ccc21	1%	0.74µM*	-2%	-8%	-2%	4%
C(=N\Nc1nc(-c2ccccc2)cs1)/c1ccncc1	0%	-23%	-8%	-15%	?	-30%
O=C(c1cc([N+](=O)[O-])ccc1N1CCCC1)N1CCCCC1	-1%	-15%	1%	.	?	15%
Cc1ccc(S(=O)(=O)N2CCOC2CNC(=O)C(=O)NCCN2CCOCC2)cc1 (stereo not given)	-6%	104%[activator]	-6%	10%	16%	26%
CC(C)C(NC(=O)c1ccccc1)C(=O)N1CCCCCC1 (stereo not given)	1%	4%	2%	-7%	-4%	-4%
CC(C)(C)NCC(O)COc1cccc2c1CCC(=O)N2 (stereo not given)	.	2%	-9%	-4%	3%	11%
CN(c1ccc(OCC(=O)OCC(=O)Nc2ccc(F)cc2)cc1)S(=O)(=O)c1ccc(Cl)cc1	3%	-7%	-1%	1%	?	45%[activator]
Cc1ccccc1OCCC(=O)OCC(=O)NCCc1ccc(S(N)(=O)=O)cc1	.	0%	-3%	-1%	-17%	12%
CCOC(=O)c1cc2c(c(CSc3nc4ccccc4c(=O)n3Cc3ccco3)c1)OCOC2	-9%	2%	3%	-25%	.	?
O=C(CSc1nc(=O)n2cc(Cl)ccc2n1)Nc1ccc2c(c1)OCCO2	.	-12%	0%	-6%	5%	-5%
CCNC(=O)CCCOc1ccc(Cl)cc1Cl	-1%	56%[activator]	-4%	7%	?	.
COc1ccc(N(CC(=O)NC2CCCCCC2)S(=O)(=O)c2ccc(C)cc2)cc1OC	-5%	?	-5%	0%	-18%	1%
COc1ccc(NC(=O)Nc2c(SC)nsc2SC)cc1	6%	10%	1%	?	?	24%
COc1cc(/C=N/NC(=O)C(=O)/C=C2\NC3(CCCC3)Cc3ccccc32)ccc1O	3%	?	1%	-8%	?	?
CCCCn1c(N)c(N(CCC(C)C)C(=O)CCCc2nc3ccccc3s2)c(=O)[nH]c1=O	0%	-6%	-14%	-3%	15µM*	1%
CCc1ccc(NC(=O)CN(c2ccc(OC)cc2)S(=O)(=O)c2c(C)nn(C)c2C)cc1	-4%	?	-2%	5%	4%	-4%
CCOc1ccc(NC(=O)C2CCN(C(=O)C3CC(=O)N(c4ccc(C)cc4)C3)CC2)cc1 (stereo not given)	-1%	-16%	1%	3%	?	-6%
O=C(CCN1CCN(c2ccccc2)CC1)NNC(=O)Cc1ccc(Br)cc1	.	-2%	-3%	0%	4%	-23%
CCN1C(=O)c2ccc(-c3nc4ccccc4c(=O)o3)cc2C1=O	1%	23%	6%	1%	-26%	13%
Cn1c(=O)n(Cc2ccccc2)c(=O)c2c1nc(NCC1CCCO1)n2Cc1ccccc1 (stereo not given)	10%	.	3%	1%	15%	5%
CCn1cc(S(=O)(=O)N2CCN(Cc3cccc(Cl)c3)CC2)cn1	0%	8%	7%	-8%	-57%[5.75 µM]	5%
O=C(Nc1cccc(O)c1)c1ccc(NC(=O)c2cccs2)cc1	0%	16%	4%	-2%	-14%	?
Cc1noc(NS(=O)(=O)c2ccc(N3Cc4ccccc4C3=O)cc2)c1C	2%	90%[activator]	0%	12%	23%	12%

Seven entries drawn at random from those above:
SMILES	LmPK inhibitor	Pf growth 48h	TbPYK inhibitor	Sm TGR block	Pf growth 96h	HCV inh
O=C(CCN1CCN(c2ccccc2)CC1)NNC(=O)Cc1ccc(Br)cc1	.	-2%	-3%	0%	4%	-23%
CCN1C(=O)c2ccc(-c3nc4ccccc4c(=O)o3)cc2C1=O	1%	23%	6%	1%	-26%	13%
O=C(Nc1cccc(O)c1)c1ccc(NC(=O)c2cccs2)cc1	0%	16%	4%	-2%	-14%	?
CCc1ccc(NC(=O)CN(c2ccc(OC)cc2)S(=O)(=O)c2c(C)nn(C)c2C)cc1	-4%	?	-2%	5%	4%	-4%
CCOc1ccc(NC(=O)C2CCN(C(=O)C3CC(=O)N(c4ccc(C)cc4)C3)CC2)cc1 (stereo not given)	-1%	-16%	1%	3%	?	-6%
Cn1c(=O)n(Cc2ccccc2)c(=O)c2c1nc(NCC1CCCO1)n2Cc1ccccc1 (stereo not given)	10%	.	3%	1%	15%	5%
Cc1noc(NS(=O)(=O)c2ccc(N3Cc4ccccc4C3=O)cc2)c1C	2%	90%[activator]	0%	12%	23%	12%

(more compounds)
SMILES	LmPK inhibitor	Pf growth 48h	TbPYK inhibitor	Sm TGR block	Pf growth 96h	HCV inh
Cc1cccc(C)c1-n1c(C)cc(/C=N\NC(=O)CC(=O)NC2CCCCC2)c1C	5%	-3%	-11%	-10%	?	11%
CCCCn1nc(C(=O)Nc2cc(C(F)(F)F)ccc2N2CCOCC2)ccc1=O	.	12µM*	5%	3%	?	?
COC(=O)[C@@]1(Cc2ccc(OC)cc2)[C@H]2c3cc(C(=O)N4CCCC4)n(CCN4CCNC4=O)c3C[C@H]2CN1C(=O)c1ccccc1	-1%	1.9µM*	.	-9%	1.7µM*	5%[8.37 µM]
COc1ccc(N2CCN(C(=O)CCCn3c(=O)[nH]c4cc(Cl)ccc4c3=O)CC2)cc1	6%	.	-1%	?	.	-3%
COc1ccc2cc(C3CC(c4ccco4)=NN3C(=O)CCC(=O)O)c(Cl)nc2c1 (stereo not given)	0%	21%	-6%	-33%	?	0%
Cc1ncc(CN2CCCC(C(=O)Nc3ccc(-c4cccc(F)c4)cc3)C2)s1 (stereo not given)	-8%	-11%	-1%	-21%	?	.
O=C(c1ccco1)N1CCN(C(=O)c2ccc(COc3ccc4c(c3)CCC4)o2)CC1	2%	?	-5%	?	?	?
FC(F)(F)c1ccc(N=Cc2sc(N3CCOCC3)nc2-c2ccccc2)cc1	5%	41%[activator]	-1%	-11%	65%[activator]	-21%
C=CCC(=O)OCCCCCCOc1ccc(C(=O)O)cc1	-2%	-14%	-5%	-17%	18%	18%
O=C(O)CCCCCN1C(=O)/C(=C\c2cn(-c3ccccc3)nc2-c2cccs2)SC1=S	5%	?	7%	24%	?	-26%

The final 2 entries of the part before are carried over, then new ones follow:
SMILES	LmPK inhibitor	Pf growth 48h	TbPYK inhibitor	Sm TGR block	Pf growth 96h	HCV inh
C=CCC(=O)OCCCCCCOc1ccc(C(=O)O)cc1	-2%	-14%	-5%	-17%	18%	18%
O=C(O)CCCCCN1C(=O)/C(=C\c2cn(-c3ccccc3)nc2-c2cccs2)SC1=S	5%	?	7%	24%	?	-26%
Cc1ccc(C(=O)Nc2nnc(S(=O)(=O)Nc3ccccc3C)s2)cc1C	0%	30%	-1%	9%	4%	1%
COC(=O)c1cccc(NC(=O)c2cc3sccc3n2C)c1	0%	150%[activator]	-5%	6%	3%	14µM*
O=C(NCc1ccccc1)c1ccc2c(=O)[nH]c3c(C(=O)NCC4CCCO4)sc(=S)n3c2c1 (stereo not given)	-9%	?	2%	-15%	53%[activator]	2%
Cc1nnc(SCC(=O)c2c(N)n(C)c(=O)n(C)c2=O)n1Cc1ccccc1	-4%	-6%	-14%	6%	2%	-6%
C=CCSc1nc(N)c(C(=O)Nc2ccccc2)cc1C#N	0%	.	-7%	0%	7%	3.5µM*
Cc1ccc(S(=O)(=O)N(CC(=O)N2CCCC2)C2CCCCC2)cc1	-11%	?	-3%	5%	12µM*	18%
O=C(c1ccc(Cl)c(S(=O)(=O)N2CCOCC2)c1)N1CCN(Cc2ccccc2)CC1	-6%	?	-6%	-26%	?	7%
CC(C)CC(=O)c1c[nH]c(C(=O)NCCCn2ccnc2)c1	-3%	-9%	7%	-6%	28%	14%
O=C(NC(=S)Nc1ccc(N2CCOCC2)cc1)c1cncc(Br)c1	-1%	-2%	-11%	13µM*	2%	9%
Cc1cc(NC2C3CC4CC(C3)CC2C4)n2nnnc2n1 (stereo not given)	-1%	?	2%	1%	2%	7%
COc1ccccc1N1CCN(CC(=O)Nc2ccc(C)c(F)c2)CC1	4%	?	-1%	4%	-26%	-25%
O=C(Oc1ccc2ccc(OC(=O)N3CCCCCC3)cc2c1)N1CCCCCC1	4%	52%[activator]	1%	-2%	?	?
